SENP7 block = inhibitors of human SENP7 protease. recombinant SENP7, Z-RLRGG-aminoluciferin luminescence, 40 min. Q9BQF6. inhibition, % at 5 µM. actives 1.5% (n = 330,000);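 active = inhibition above about 50% at the single test dose, limit read from the data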;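 note: plate controls were DMSO with enzyme for no effect and no enzyme buffer wells for full effect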
HKDC1 inh = inhibitors of human hexokinase HKDC1; Q2TB90; recombinant HKDC1, G6PDH/diaphorase resazurin coupled fluorescence; inhibition, % at 20 µM; actives 0.16% (n = 340,000); AID 493160;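 active = inhibition above about 35% when tested at 20 µM, limit read from the data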;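 note: plate controls were DMSO wells with enzyme for no effect and DMSO wells lacking enzyme for full effect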
Target sequence (Q2TB90 whole entry, looked up): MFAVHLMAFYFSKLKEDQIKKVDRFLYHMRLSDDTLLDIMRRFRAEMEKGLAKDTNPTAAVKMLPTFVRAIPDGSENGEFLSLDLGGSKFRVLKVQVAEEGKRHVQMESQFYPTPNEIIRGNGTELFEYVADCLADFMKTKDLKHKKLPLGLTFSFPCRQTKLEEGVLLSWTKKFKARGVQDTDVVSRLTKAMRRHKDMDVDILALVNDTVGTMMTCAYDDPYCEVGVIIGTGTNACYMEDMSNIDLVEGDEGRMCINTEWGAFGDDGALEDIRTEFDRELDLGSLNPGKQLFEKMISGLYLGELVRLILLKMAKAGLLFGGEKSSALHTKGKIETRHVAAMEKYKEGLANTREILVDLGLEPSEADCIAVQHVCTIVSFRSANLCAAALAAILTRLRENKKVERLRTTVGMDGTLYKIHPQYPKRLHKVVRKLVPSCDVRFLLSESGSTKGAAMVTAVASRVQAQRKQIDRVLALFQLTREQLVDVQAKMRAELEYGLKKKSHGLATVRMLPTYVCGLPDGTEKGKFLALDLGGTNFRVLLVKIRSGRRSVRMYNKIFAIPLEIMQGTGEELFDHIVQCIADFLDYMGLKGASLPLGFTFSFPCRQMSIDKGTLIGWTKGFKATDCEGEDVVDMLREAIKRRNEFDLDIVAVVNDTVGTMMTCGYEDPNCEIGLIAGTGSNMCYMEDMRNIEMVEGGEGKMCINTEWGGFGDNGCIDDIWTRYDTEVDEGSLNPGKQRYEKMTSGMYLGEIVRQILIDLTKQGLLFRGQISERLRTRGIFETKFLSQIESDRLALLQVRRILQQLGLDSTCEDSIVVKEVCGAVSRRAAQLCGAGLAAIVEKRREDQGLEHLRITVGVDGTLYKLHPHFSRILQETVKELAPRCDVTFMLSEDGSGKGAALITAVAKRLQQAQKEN
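Assay system: in-house recombinant HK5 (HKDC1) enzyme. Input: HKDC1 at 5 µg/mL. Medium: Tris pH 8.0 buffer with MgCl2, Tween-20, BSA, BME. Dosing: single 20 µM dose. Schedule: 90 min reaction incubation at room temperature, dark. Signal: resazurin-to-resorufin fluorescence via G6PDH and diaphorase coupling, 525/613 nm. Controls: DMSO-enzyme wells negative, buffer-substituted wells positive.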
Gli-Sufu antag = blocks Gli-Sufu signaling in a luciferase reporter; Sufu-KO-LIGHT fibroblasts, Gli luciferase reporter luminescence; inhibition, % at 5 µM; actives 0.74% (n = 340,000);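 active = inhibition above about 55%, limit read from the data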;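 note: 0% = DMSO-treated cells and 100% = wells with medium but no cells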
Jurkat NFkB inh = inhibitors of the PMA/ionomycin-induced NF-kB reporter in Jurkat cells; PMA/ionomycin-induced NF-kB luciferase reporter, luminescence; inhibition, % at 4 µM; actives 0.53% (n = 330,000); AID 435003
UBC13 inh = inhibitors of human UBC13 polyubiquitin chain formation. TR-FRET. inhibition, % at 20 µM. actives 0.47% (n = 330,000). AID 485273; in the data active = inhibition above about 45%, passing the limit was not always enough; inconclusive = no clear call, values can overlap the other calls
SENP8 inh = blocks the human protease SENP8; Q96LD8; purified SENP8, Z-RLRGG-aminoluciferin cleavage, luminescence; inhibition, % at 10 µM; actives 1.2% (n = 330,000); AID 2540
Apaf-1 inh = blocks human Apaf-1 apoptosome activity; O14727; reconstituted apoptosome caspase-3 activity, DEVD-Rh110 fluorescence; inhibition, % at 20 µM; actives 0.71% (n = 330,000); active = inhibition of at least 40% at 20 µM;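 note: plate controls were DMSO wells for no effect and DEVD-CHO caspase inhibitor wells for full effect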
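Assay system: Apoptosome proteins | Medium: pH 7.5 Hepes buffer with CHAPS, BSA, DTT | Also added: Cytochrome c and DEVD-Rh110 substrate | Times: 30 min plus 50 min, RT | Detection: Rhodamine 110 fluorescence at Ex 480/Em 540 nm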
697 NFkB inh = inhibitors of the PMA/ionomycin-induced NF-kB reporter in 697 B cells | 697 B-cell NF-kB luciferase reporter, 16 h | inhibition, % at 4 µM | actives 0.33% (n = 330,000); in the data active = inhibition above about 35%
Active calls of the source: *; ? = inconclusive; . = no result given; & = joins results of further samples. Cut-off read from the data, not from the text of the source, unless noted: active = inhibition above about 50%; inactive = the rest. These rows are one share of the data; the hit share may differ from the screen's.

#	SMILES	SENP7 block	HKDC1 inh	Gli-Sufu antag	Jurkat NFkB inh
1	CCOc1ccc(NC(=O)c2ccc(NC(=O)COC(=O)Cc3ccccc3)cc2)cc1	0	-1	.	-108
2	O=C(c1ccccc1)c1cn(CC(=O)N2CCOCC2)c2ccccc12	1	-8	-1	3
3	COc1ccc(-c2nn(CCC#N)cc2C(=O)Nc2cccc([N+](=O)[O-])c2)cc1OC	-7	0	7	6
4	O=C1NC(=O)C(CCc2ccccn2)(Cc2ccc3c(c2)OCO3)C(=O)N1CCc1ccccc1 (configuration not stated)	-13	2	7	-10
5	Cn1c(O)c(C=NC2CC(C)(C)NC(C)(C)C2)c(=O)n(C)c1=O	5	-14	1	-12
6	C/C(CC(c1ccccc1)c1c(O)c2ccccc2oc1=O)=N\NC(N)=S (configuration not stated)	8	-6	-11	-11
7	CC(C)NS(=O)(=O)c1ccc(OCC(=O)N2CCN(Cc3ccc4c(c3)OCO4)CC2)c(Cl)c1	-2	19	16	4
8	CN(C)CCN(CC1CCCN(Cc2ccccc2F)C1)C(=O)Cc1ccc(F)c(F)c1 (configuration not stated)	-1	-6	15	1
9	Cc1c(C(=O)c2cccc3ccccc23)c2cccc3c2n1[C@H](CN1CCOCC1)CO3	4	2	-4	-11
10	NC(Cc1cc(O)c(O)cc1O)C(=O)O (configuration not stated)	-13	.	.	2

#	UBC13 inh	SENP8 inh	Apaf-1 inh	697 NFkB inh
1	-5	-2	-14	-31
2	2	7	-5	6
3	6	-5	-14	11
4	-16	-8	25	-32
5	3	5	-7	2
6	-1	-4	16	3
7	5	6	-4	-13
8	15	-2	-3	18
9	9	5	10	10
10	?	6	84*	9

Structures shown so far containing a carbonyl joined to an NH by a bond outside any ring, in the order listed:
#	SMILES	SENP7 block	HKDC1 inh	Gli-Sufu antag	Jurkat NFkB inh
1	CCOc1ccc(NC(=O)c2ccc(NC(=O)COC(=O)Cc3ccccc3)cc2)cc1	0	-1	.	-108
3	COc1ccc(-c2nn(CCC#N)cc2C(=O)Nc2cccc([N+](=O)[O-])c2)cc1OC	-7	0	7	6

#	UBC13 inh	SENP8 inh	Apaf-1 inh	697 NFkB inh
1	-5	-2	-14	-31
3	6	-5	-14	11

Later entries
#	SMILES	SENP7 block	HKDC1 inh	Gli-Sufu antag	Jurkat NFkB inh
11	CC(=O)Nc1ccccc1C(=O)OCc1ccccc1F	-8	-5	-35	-19
12	CC(=O)N1CN(C(C)=O)CN(C(C)=O)C1	-7	-6	-9	0
13	O=C(NC1CCCCC1)Oc1cc2oc(=O)sc2cc1Cl	10	-5	5	-11
14	NCC(CC(=O)O)c1ccc(Cl)cc1 (configuration not stated)	-4	-1	-8	8
15	Cn1c(O)c(C(=Nc2ccccc2)SCc2ccccc2Cl)c(=O)n(C)c1=O	9	0	9	-8
16	CCS(=O)(=O)N1CCCC(C(=O)N2CCC3(CC2)OCCO3)C1 (configuration not stated)	10	-2	6	-6
17	N#Cc1ccc(NC(=O)CN2C(=O)NC3(CCCCCCC3)C2=O)cc1Cl	2	-4	-7	-1
18	COC(=O)C1=CCCN(C)C1	5	0	-3	9
19	CCN1CCN(c2ccc([N+](=O)[O-])cc2C(=O)OC)CC1	-4	9	20	-8
20	COc1ccccc1N1C(=O)NC(=O)/C(=C/c2ccc([N+](=O)[O-])s2)C1=O	7	9	-2	3

#	UBC13 inh	SENP8 inh	Apaf-1 inh	697 NFkB inh
11	-21	-21	9	-15
12	-11	-4	8	-2
13	-13	-7	10	-71
14	8	-3	-6	25
15	2	-8	16	-15
16	-2	-1	5	15
17	10	5	2	8
18	8	-3	3	15
19	-4	-11	1	13
20	-43	20	12	16

(listing goes on)
#	SMILES	SENP7 block	HKDC1 inh	Gli-Sufu antag	Jurkat NFkB inh
21	CN1CC(C(=O)c2ccc(F)cc2)C(c2c(F)cccc2Cl)C1 (configuration not stated)	8	-6	15	0
22	Cc1ccc(C(=O)COC(=O)Cc2ccccc2)cc1	43	-5	-4	-8
23	COc1ccc(C2(C#N)CC[N+](C)(C)CC2)cc1	3	-11	14	-3
24	O=C(NCc1ccccn1)c1ccccc1Cl	4	-4	14	1
25	O=P(O)(O)Cc1ccccc1OP(=O)(c1ccccc1)c1ccccc1	-2	2	-14	-3
26	CCC(=NCC1CCCO1)c1c(O)n(-c2ccc(OC)cc2)c(=O)[nH]c1=O (configuration not stated)	-4	-4	-18	7
27	CC1=CC(C)C(COC(N)=O)(COC(N)=O)C(C)C1 (configuration not stated)	-10	-2	1	-7
28	COc1cccc(N2C(=O)/C(=C/c3ccc(C)o3)C(=O)NC2=S)c1	1	8	12	-17
29	CN(C)C(Cc1ccc(Cl)cc1)C(=O)c1ccccc1 (configuration not stated)	0	9	-20	-13
30	CC(C)(C)OC(=O)c1c(N)n(Cc2ccco2)c2nc3ccccc3nc12	14	5	4	-6

#	UBC13 inh	SENP8 inh	Apaf-1 inh	697 NFkB inh
21	5	-5	6	5
22	-5	1	2	-14
23	-3	2	-2	25
24	10	-1	-10	22
25	-9	-1	0	6
26	3	0	-1	16
27	4	-7	4	10
28	-15	7	6	-14
29	5	-10	-12	-12
30	0	2	17	-16

Carrying on:
#	SMILES	SENP7 block	HKDC1 inh	Gli-Sufu antag	Jurkat NFkB inh
31	CCN(CC)C(=O)c1ccc(NC(=O)c2cc(-n3cnnc3)ccc2Cl)cc1	4	-3	-3	-2
32	Cc1ccnc(NS(=O)(=O)c2ccc(N=Cc3c(O)n(C)c(=O)n(C)c3=O)cc2)n1	-1	-6	3	1
33	CCN1C[C@]2(C)CC[C@H](OC)[C@]34C2[C@H](OC(C)=O)[C@@]2(OCO[C@@]25C[C@H](OC)[C@H]2C[C@]3(O)C5[C@H]2OC)[C@@H]14	-1	-2	0	-9
34	CC(=NCCN1CCOCC1)c1c(O)n(-c2ccccc2C)c(=O)[nH]c1=O	2	-6	-2	4
35	CC(C)(C)P(=O)(NCc1ccccc1)c1ccccc1 (configuration not stated)	-16	-1	12	-12
36	N#CCCn1cc(C(=O)Nc2ccccc2Cl)c(-c2ccc([N+](=O)[O-])cc2)n1	-7	-6	7	1
37	COc1ccc(-c2nn(CCC#N)cc2C(=O)Nc2ccccc2Br)cc1	3	-11	6	0
38	CCCc1nc2ccccc2c(=O)n1-c1ccccc1OC	3	-8	2	-6
39	Cn1c(O)c(Cc2cccc(Cl)c2Cl)c(=O)n(C)c1=O	-5	0	-1	-17
40	CN(C)CCc1nc2ccccc2c(=O)n1-c1ccccc1	1	.	.	-6

#	UBC13 inh	SENP8 inh	Apaf-1 inh	697 NFkB inh
31	-2	3	9	16
32	-8	0	-1	14
33	4	5	-4	7
34	2	3	-3	25
35	-9	-5	-9	9
36	-14	-10	-8	-2
37	5	7	5	9
38	1	-1	13	10
39	-2	-6	4	-10
40	5	-4	-10	-8

Following part:
#	SMILES	SENP7 block	HKDC1 inh	Gli-Sufu antag	Jurkat NFkB inh
41	CC(=O)c1cn(Cc2ccc(F)cc2)c2ccccc12	0	-7	-4	19
42	Cc1ccc(N2Cc3ccccc3C2=N)cc1[N+](=O)[O-]	0	-11	2	10
43	CC(C)Cn1cc(C(=O)N2CCC3(CC2)OCCO3)c2c3ccccc3n(C)c2c1=O	-3	6	5	7
44	CN1CCCC(C(=O)c2ccccc2)C1 (configuration not stated)	1	-6	5	1
45	O=C(c1ccccc1F)c1cn(CC(=O)N2CCOCC2)c2ccccc12	9	3	1	0
46	O=C1N(CN2CCOCC2)c2ccccc2C1(O)c1c[nH]c2ccccc12 (configuration not stated)	-6	-3	0	3
47	Cc1ccc(/C=C2/C(=O)NC(=O)N(C)C2=O)cc1	4	7	-2	3
48	O=c1c2ccccc2nc(CNc2ccccc2)n1-c1ccccc1	4	-1	4	-5
49	Clc1cccc(N2CCNCC2)c1Cl	-3	-5	8	6
50	COc1cc(OC)c(OC)cc1/C=C1\C(=O)NC(=O)N(Cc2ccccc2)C1=O	-7	6	12	8

#	UBC13 inh	SENP8 inh	Apaf-1 inh	697 NFkB inh
41	23	3	1	-22
42	-1	2	-8	20
43	20	3	-17	14
44	0	-4	-2	19
45	-14	4	4	4
46	-8	-9	-80	16
47	-4	1	-13	-1
48	1	6	-2	-1
49	4	2	-15	-1
50	-22	-10	1	-6

Following part:
#	SMILES	SENP7 block	HKDC1 inh	Gli-Sufu antag	Jurkat NFkB inh
51	C=Cn1ccnc1P(=S)(c1ccccc1)c1nccn1C=C	-5	3	-11	-8
52	CSc1nc2ccc(C)cc2c(=O)n1-c1cccnc1	13	-3	-3	8
53	COc1ccc(OC)c(NC2=NCCCS2)c1	11	-4	5	-7
54	COc1ccc(-n2c(C)nc3ccccc3c2=O)c([N+](=O)[O-])c1	1	-4	3	-3
55	CC(C)N(CCC(C(N)=O)(c1ccccc1)c1ccccn1)C(C)C (configuration not stated)	-5&-2	0&-7	45&-5	3&10
56	N#Cc1ccccc1Cn1cc(C(=O)c2cccs2)c2ccccc21	6	5	4	7
57	CCCc1nc2ccccc2c(=O)n1-c1cccc(OC)c1	7	-4	-10	3

#	UBC13 inh	SENP8 inh	Apaf-1 inh	697 NFkB inh
51	-14	-13	5	-4
52	-7	-10	-11	-22
53	-6	4	-9	1
54	-5	0	-4	12
55	11&-3	-2&5	-4&-14	16&13
56	?	-1	19	-8
57	4	1	7	-4

An excerpt of these results, with each value named:
#54 COc1ccc(-n2c(C)nc3ccccc3c2=O)c([N+](=O)[O-])c1
  SENP7 block = 1
  HKDC1 inh = -4
  Gli-Sufu antag = 3
  Jurkat NFkB inh = -3
  UBC13 inh = -5
  SENP8 inh = 0
  Apaf-1 inh = -4
  697 NFkB inh = 12

#55 CC(C)N(CCC(C(N)=O)(c1ccccc1)c1ccccn1)C(C)C (configuration not stated)
  SENP7 block = -5&-2
  HKDC1 inh = 0&-7
  Gli-Sufu antag = 45&-5
  Jurkat NFkB inh = 3&10
  UBC13 inh = 11&-3
  SENP8 inh = -2&5
  Apaf-1 inh = -4&-14
  697 NFkB inh = 16&13

#56 N#Cc1ccccc1Cn1cc(C(=O)c2cccs2)c2ccccc21
  SENP7 block = 6
  HKDC1 inh = 5
  Gli-Sufu antag = 4
  Jurkat NFkB inh = 7
  UBC13 inh = ?
  SENP8 inh = -1
  Apaf-1 inh = 19
  697 NFkB inh = -8
